RECQ1 helicase: RECQ1 (human) helicase inhibition. P46063. RECQ1 DNA unwinding, red fluorescence kinetic read. Potency, µM (top dose mostly 57.3 µM), for inactives: top-dose activity, negative = inhibition, most hits filed as inhibitors. 0.54% of 240,000 active;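 also: plate controls were vehicle for no effect and no enzyme for full effect; nearly all actives have a fitted effect of over 30% in size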
Target sequence (P46063 whole entry, looked up): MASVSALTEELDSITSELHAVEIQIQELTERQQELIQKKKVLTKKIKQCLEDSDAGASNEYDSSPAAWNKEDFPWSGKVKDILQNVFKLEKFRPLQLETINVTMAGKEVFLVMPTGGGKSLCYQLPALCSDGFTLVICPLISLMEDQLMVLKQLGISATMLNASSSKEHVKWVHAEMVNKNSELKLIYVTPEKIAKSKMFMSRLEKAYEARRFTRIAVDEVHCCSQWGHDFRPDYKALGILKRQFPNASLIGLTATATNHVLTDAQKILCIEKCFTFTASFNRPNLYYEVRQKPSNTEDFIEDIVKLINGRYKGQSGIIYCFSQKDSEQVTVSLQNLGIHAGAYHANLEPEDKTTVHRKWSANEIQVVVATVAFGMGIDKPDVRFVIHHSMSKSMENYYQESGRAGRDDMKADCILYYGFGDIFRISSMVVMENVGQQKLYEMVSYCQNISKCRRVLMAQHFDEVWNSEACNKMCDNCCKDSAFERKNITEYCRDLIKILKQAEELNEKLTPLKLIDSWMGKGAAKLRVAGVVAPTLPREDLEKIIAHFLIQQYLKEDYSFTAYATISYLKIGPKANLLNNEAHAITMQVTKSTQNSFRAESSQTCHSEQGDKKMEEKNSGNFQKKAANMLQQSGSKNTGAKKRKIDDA
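RECQ1T1 50 nM; forked duplex (20 bp + 30-nt ss tails) 200 nM, ATP 2 mM final; pH 8.0, 2 mM MgCl2, 2.5 ug/ml poly(dI-dC); 15 min compound preincubation; discontinuous kinetic read over 2 h at RT.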
Luc counter: Kinase-Glo luciferase inhibition (counter-screen) | Kinase-Glo luciferase, ATP luminescence, 8 min | Q27757 | 0.28% of 200,000 active | Potency, µM (titrated, usually from 38.3 µM), for inactives: at the top dose activity change, negative = inhibition, usual class: inhibitors; also: % is scaled to controls: 0 for no effect and ±100 for the full control effect; nearly all actives have a fitted effect of over 60% in size
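Recombinant Kinase-Glo luciferase, 10 uM ATP (linear range), luciferin; imidazole pH 7.2 / KCl / MgCl2 / Tween / BSA buffer; 8 min RT; luminescence.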
IMPase Li inh: membrane-permeable IMPase blocker, potentiated with lithium; CHO-M1 cells, IP1 TR-FRET (IP-One), carbachol + lithium; Potency, µM (doses to about 59.4 µM), inactives show at the top dose activity, negative = IMPase inhibition, hits mostly inhibitors; 0.35% of 210,000 active; AID 1457;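 also: IP1 builds up when IMPase is blocked and the TR-FRET signal falls; plate controls were basal vehicle for no effect and high inhibitor control for full effect; nearly all actives have a fitted effect of over 50% in size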
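CHO cells stably expressing M1 receptor (2000/well) were cultured 16–30 h, then exposed to compounds with a small lithium addition for 30 min at 37C. IP1 was measured by TR-FRET competition; AC50 from Hill fits.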
Epigenetic reg: regulators of epigenetic silencing causing reporter derepression in mouse cells | murine LDR cells, GFP reporter derepression, 30 h | Potency, µM (highest dose often 53.9 µM), for the others: top-dose GFP activation, usual class: activators | 0.2% of 280,000 active | AID 1865; also: % of control where 0% means no effect; nearly all actives have a fitted effect of over 60% in size
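Murine LDR cells carrying a silenced, genomically integrated CMV-driven GFP reporter were exposed to compound for 30 hours at 37 C. After PBS washes, GFP-positive cells (20–120 um objects) were counted by laser-scanning microplate cytometry.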
SMN2 splice enh: increases expression of the SMN2 splice variant. Potency, µM (titrated, usually from 46.1 µM), for the others: top-dose activity change, positive = activation, usual class: activators. HEK293 SMN2-luciferase splicing reporter, luminescence, 30-36 h. 2.8% of 210,000 active; also: % of control where 0% means no effect; nearly all actives have a fitted effect of over 55% in size
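HEK293 cells carry an SMN2 minigene-luciferase reporter in which exon 7 inclusion puts luciferase in frame. Cells were seeded at 2000 cells/well, attached for 10-12 hours, then exposed to compounds for 30-36 hours at 37C before ONE-Glo luminescence.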
RGS12 GoLoco inh: RGS12 GoLoco-Gai1 interaction inhibition; AID 880; Potency, µM (top dose mostly 61.6 µM), for the others: at the top dose activity, negative = inhibition, hits mostly inhibitors; 0.44% of 230,000 active; P63096; Gai1:RGS12 GoLoco peptide FP, rhodamine, 10 min; active = well fitted inhibition curve with a large enough effect, not every such curve was filed as active; inactive = no such curve, though single readings can be large or run the other way; also: % is scaled to controls: 0 for no effect and ±100 for the full control effect; nearly all actives have a fitted effect of over 30% in size; many of its hits are not listed in these tables
NPSR antag: antagonists of human neuropeptide S receptor cAMP signaling | Q6W5P4 | CHO-NPSR cells, cAMP TR-FRET, antagonist mode | Potency, µM (titrated, usually from 38.3 µM), for inactives: at the top dose activity change, negative = inhibition, hits mostly inhibitors | 1% of 220,000 active | AID 1461; also: % is scaled to controls: 0 for no effect and ±100 for the full control effect; nearly all actives have a fitted effect of over 50% in size; many of its hits are not listed in these tables
Target sequence (Q6W5P4 whole entry, looked up): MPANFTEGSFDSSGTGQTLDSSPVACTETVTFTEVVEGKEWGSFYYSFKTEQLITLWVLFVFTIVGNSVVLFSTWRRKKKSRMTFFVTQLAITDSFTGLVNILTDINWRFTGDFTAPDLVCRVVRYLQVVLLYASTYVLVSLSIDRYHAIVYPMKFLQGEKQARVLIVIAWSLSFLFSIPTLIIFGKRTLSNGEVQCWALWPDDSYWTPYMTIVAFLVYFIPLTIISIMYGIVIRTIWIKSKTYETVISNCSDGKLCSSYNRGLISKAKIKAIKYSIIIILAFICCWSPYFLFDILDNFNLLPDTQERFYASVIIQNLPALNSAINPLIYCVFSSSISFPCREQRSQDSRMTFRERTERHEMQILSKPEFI
KDM4E inh: blocks human JMJD2E demethylase activity; B2RXH2; Potency, µM (titrated, usually from 57.1 µM), for the others: top-dose activity change, negative = inhibition, most hits filed as inhibitors; 1.6% of 230,000 active; AID 2147; JMJD2E catalytic domain, FDH-coupled NADH fluorescence (FDH is formaldehyde dehydrogenase); active = well fitted inhibition curve with a large enough effect, not every such curve was filed as active; inconclusive = small, poorly fitted or top-dose-only effect, or another doubt; inactive = no such curve, though single readings can be large or run the other way;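 also: 0% = wells with enzyme and -100% = buffer wells without enzyme; nearly all actives have a fitted effect of over 50% in size; many of its hits are not listed in these tables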
Active calls of the source: *; i = inactive; ? = inconclusive; nt = no result given; & = joins results of further samples; [ ] = dose if it differs, or a comment. Unless noted, calls follow the shape of the dose curve; as a rule, active = well fitted curve in the direction sought with a large enough effect; inconclusive = small, poorly fitted or top-dose-only effect, or another doubt; inactive = no such curve, though single readings can be large; an effect the other way counts as inactive or inconclusive. Potency is read from the fitted curve at half-maximal effect. This is a subset; the hit share may differ from the screen's.

| Compound | RGS12 GoLoco inh | KDM4E inh | NPSR antag | RECQ1 helicase | SMN2 splice enh | Luc counter | IMPase Li inh | Epigenetic reg |
| --- | --- | --- | --- | --- | --- | --- | --- | --- |
| CSc1nc(-c2ccco2)nn1C(=O)CCc1ccccc1 | -4% | 9% | 4%[46.1 µM] | i | 5% | -3% | -3%[38.3 µM] | -2.9% |
| Cn1c(=O)c2c(nc(SCC(=O)N3CCCCCC3)n2C)n(C)c1=O | 8% | 7% | -8%[46.1 µM] | -4% | ? | 1% | -1% | -1.2% |
| CC(Oc1ccc(Cl)cc1Cl)C(=O)Nc1ccc(N2CCN(C)CC2)cc1 (stereo not given) | 8% | 3% | 1%[46.1 µM] | 0% | -17% | -2% | 34%[38.3 µM] | 0.0% |
| O=C(CN1CCN(Cc2ccccc2)CC1)Nc1ccc(S(=O)(=O)N2CCOCC2)cc1 | 15% | 5% | 8% | -5% | -22% | -1% | -1% | 0.0% |
| CC1(C)CC(NC(=O)CSc2ccccc2)CC(C)(C)N1 | 3% | ? | 0% | i | 2% | 0% | 9% | -1.5% |
| CCC1CCCCN1C(=S)NCc1ccccc1 (stereo not given) | nt | -1% | -14%[46.1 µM] | -9% | nt | nt | nt | -0.9% |
| COc1ccc(S(=O)(=O)CCC(=O)NC2CCCCC2)cc1 | 8% | -7% | -5%[46.1 µM] | -5% | 22% | 2% | 14%[38.3 µM] | 0.0% |
| O=Cc1cn[nH]c1-c1cccc([N+](=O)[O-])c1 | 2% | -5% | 27% | -8% | nt | nt | -5% | -1.3% |
| CN(C)S(=O)(=O)c1ccc(NC(=O)CNc2cc(S(=O)(=O)N3CCCC3)ccc2OCC(F)(F)F)cc1 | -35% | -2% | 8% | -16% | -36%[inhibitor] | -2% | 5% | -3.0% |
| O=C(Nc1nc2c(s1)CCCC2=O)c1cnccn1 | -8% | -4% | 2%[46.1 µM] | -4% | 20µM* | ? | 10%[38.3 µM] | -1.9% |
| Brc1ccc(C2=CC(c3ccco3)n3ncnc3N2)cc1 (stereo not given) | -8% | ? | -15%[46.1 µM] | -14% | 7% | -1% | 24%[38.3 µM] | -5.7% |
| CCOc1ccc(CCNC(=O)CCc2nc(-c3ccc(C)cc3)no2)cc1OCC | -2% | 6% | 0%[46.1 µM] | i | -16% | -1% | 2%[38.3 µM] | 2.9% |
| Cc1cc(OCc2cn3cccnc3n2)ccc1Cl | 2% | -4% | 19% | 11% | 11µM* | -7% | -4% | -3.0% |
| O=c1[nH]c2cccnc2n1Cc1ccccc1 | 4% | 4% | 5%[46.1 µM] | i | 10% | -3% | 16%[38.3 µM] | 1.0% |
| CC1(C)C2CCC1(C)C(OC(=O)c1ccc(O)cc1)C2 (stereo not given) | 3% | -29% | 26% | -5% | nt | nt | -2% | 0.0% |
| Cc1cc([N+](=O)[O-])nn1CC(=O)N1CCCc2ccccc21 | 2% | 15% | 6% | -3% | 9% | -1% | 1% | 0.0% |
| CN(CCn1ccnc1)Cc1cn(-c2ccccc2)nc1-c1ccc2c(c1)OCO2 | -1% | ? | 14% | i | nt | -1% | 1% | 2.5% |
| COc1ccc(-c2cc(C(F)(F)F)n3nc(C(=O)N4CCOCC4)c(Cl)c3n2)cc1 | 2% | -1% | 10%[46.1 µM] | -2% | -6% | -5% | -24%[38.3 µM] | 1.0% |
| CCC(=O)c1ccc(CCCCCC(=O)O)s1 | -2% | 4% | 6%[46.1 µM] | -14% | nt | -2% | ? | 1.0% |
| O=C(COC(=O)CCCN=C1NS(=O)(=O)c2ccccc21)NC(=O)NC1CCCC1 | -2% | 3% | 8% | ? | -1% | 0% | -4% | 2.2% |
| Cc1ccc(S(=O)(=O)N/N=C/c2cc([N+](=O)[O-])ccc2O)cc1[N+](=O)[O-] | 5% | -13% | -3% | 0% | -20% | -1% | -6% | -1.4% |
| COc1ccc(C(OC(=O)c2ccco2)C(=O)NC(C)(C)C)cc1 (stereo not given) | 8% | 14% | 12% | i | -8% | -1% | 1% | -3.4% |
| CC(=O)Nc1ccc(S(=O)(=O)N[C@@H](C)C(=O)OCc2ccc(Cl)cc2)cc1 | 3% | -2% | -2% | -18% | -3% | -1% | 5% | -1.1% |
| O=C(c1ccc(N2CCOCC2)cc1[N+](=O)[O-])N1CCOCC1 | 6% | -14% | 30% | -4% | nt | nt | -6% | -0.4% |
| O=C(NC(=S)Nc1ccc(N2CCOCC2)cc1)c1ccccc1 | -14% | -7% | -3% | -24% | ? | 5% | 11% | 1.3% |
| O=C(c1cccc(Br)c1)c1cn(-c2ccccc2)nc1C(=O)c1ccccc1 | -7% | 4% | -22%[46.1 µM] | 0% | -16% | -10% | 11%[38.3 µM] | 5.9% |
| O=C(Cn1cnc2c(nnn2Cc2ccccc2F)c1=O)OCc1ccccc1 | -8% | 0% | -8%[46.1 µM] | -6% | 19% | -3% | -10%[38.3 µM] | -2.6% |
| Cc1ccc(N(CC(=O)N2CCn3c2nc2ccccc23)S(=O)(=O)c2c(C)n[nH]c2C)cc1 | 6% | 0% | -24%[46.1 µM] | 10% | -5% | 1% | -4%[38.3 µM] | 0.8% |
| CCN(CC)CCNC(=O)c1cc(-c2ccco2)nc2ccccc12 | 2% | ? | 9% | -19% | 17% | -2% | -2% | -3.8% |
| COc1ccc(S(=O)(=O)CC2(O)CCN(C(=O)C(C)(C)C)CC2)cc1 | 12% | 7% | 0% | i | -7% | -3% | 5% | -0.4% |

| Compound | RGS12 GoLoco inh | KDM4E inh | NPSR antag | RECQ1 helicase | SMN2 splice enh | Luc counter | IMPase Li inh | Epigenetic reg |
| --- | --- | --- | --- | --- | --- | --- | --- | --- |
| COC(=O)CCC(=O)NC(=S)Nc1sc(C)c(C)c1C(N)=O | -7% | 10% | -36% | -2% | -10% | 7% | ? | 13% |
| Cc1cc(C)c2c(C)nn(-c3ccccc3)c2n1 | -3% | ? | -2%[46.1 µM] | 0% | -29% | -9% | 33%[activator][38.3 µM] | 1.8% |
| CCOC(=O)c1c(N=CN(C)C)c2cc([N+](=O)[O-])cnc2n1C | 8% | 0% | -6% | -4% | nt | nt | nt | -1.2% |
| CCCOC(=O)c1ccc(NC(=O)/C=C/c2cccs2)cc1 | 2% | ? | -28% | -7% | -25% | 0% | -6% | 0.0% |
| O=C1C=C(c2ccccc2)OC2(CCCC2)O1 | -47% | -3% | 6%[46.1 µM] | 1% | ? | -1% | 13%[38.3 µM] | 0.4% |
| Cc1cc(/C=C2\SC(=S)NC2=O)c(C)n1-c1ccc(O)cc1 | 35%[activator] | ? | ? | ? | nt | nt | nt | 6.4% |
| CC1(C)CN=c2s/c(=C\c3ccc(Cl)cc3)c(=O)n2C1 | 11% | ? | -8% | -9% | 25% | -3% | 4% | 4.1% |
| O=C(/C=C/c1ccccc1)N/C(=C\c1ccco1)C(=O)O | -5% | 4% | -10% | i | nt | nt | nt | -6.6% |
| CC(=O)C1C(c2ccc3ncccc3c2)NC(=O)NC1(O)C(F)(F)F (stereo not given) | 7% | 4% | -1% | 1% | 5% | 1% | 3% | -1.0% |
| Cc1ccc(C(=O)N2CCN(C3c4cccc5cccc(c45)C3NS(=O)(=O)c3ccccc3)CC2)cc1 (stereo not given) | 15% | 0% | ? | -6% | 1% | -1% | -6%[38.3 µM] | 0.0% |
| C=CCNC(=O)c1ccc(-c2ccc([N+](=O)[O-])cc2)o1 | 3% | -14% | 9% | -4% | 15% | 1% | -1% | 0.0% |
| CCCc1cc(=O)oc2cc(OCc3nn[nH]n3)ccc12 | 9% | ? | -8%[46.1 µM] | -9% | ? | 4% | -6%[38.3 µM] | -1.9% |
| CN(C(=S)Nc1ccc(Oc2ccccc2)cc1)c1ccc(O)cc1 | -36% | 5% | -13% | -6% | -39%[inhibitor] | 1% | 31%[activator] | -1.9% |
| CCOC(=O)C1(Cc2ccccc2C(F)(F)F)CCN(C2CCN(C(C)C)CC2)CC1 | 5% | -7% | 15% | -12% | nt | -1% | 5% | -0.1% |
| CC(c1nnnn1C1CCCCC1)N(Cc1ccccc1)Cc1cccnc1 (stereo not given) | 0% | 5% | 3%[46.1 µM] | -2% | -12% | 1% | 8% | -2.2% |
| Cc1cc([N+](=O)[O-])nn1CC(=O)NCc1cccs1 | 11% | 5% | 2%[46.1 µM] | i | -5% | 0% | -4%[38.3 µM] | 2.3% |
| COc1cccc(CNc2ccc3nc(-c4ccc(N)cc4)c(OC)n3n2)c1 | 0%&8% | -4% | nt | 23%&-10% | ? | -1% | 3%&8% | 0.0%&4.0% |
| CCOC(=O)C1=C(C)NC2(O)c3ccccc3C(=O)C12O (stereo not given) | -5% | -4% | -4%[46.1 µM] | -2% | 1% | -3% | 0%[38.3 µM] | -3.7% |
| Cc1ccc(-c2cc(C(=O)N/N=C/C=C/c3ccccc3)n[nH]2)s1 | 10% | ? | -21% | i | -30%[inhibitor] | 0% | 1% | 1.0% |
| CC1CC(=O)N(CC(=O)Nc2ccc3c(c2)OCCO3)c2ccccc2S1 (stereo not given) | 2% | -6% | -19%[46.1 µM] | -5% | 10% | -4% | 12%[38.3 µM] | 0.9% |
| CCC(C)(NC(=O)Cc1c[nH]c2ccccc12)C(=O)NC1CCCCC1 (stereo not given) | -4% | -3% | 9% | -12% | -2% | 1% | -3% | -1.1% |
| CN1CCN(CC#CC2(O)CCCCC2)CC1 | 4% | 3% | ? | i | 11% | -4% | -13%[38.3 µM] | -0.7% |
| CCOCCOC(=O)c1[nH]c2c(c1C)C(=O)CC(c1cccs1)C2 (stereo not given) | -12% | -2% | 38% | -17% | -43%[inhibitor] | -2% | 7% | 6.3% |
| O=C(O)c1ccc(S(=O)(=O)NC2CC2)cc1 | 13% | -1% | 15% | i | nt | nt | nt | -0.4% |
| COc1ccc(S(=O)(=O)N2CCN(C3CCCCCCC3)CC2)cc1 | -6%&0% | ? | -6%[46.1 µM] | -3%&-5% | -9%&-1% | 0%&0% | 17%[38.3 µM] | -0.9%&1.5% |
| O=C(NC(=S)Nc1cnc2ccccc2c1)c1ccccc1 | 15% | ? | -40% | 9% | 11µM* | -11% | ? | 0.0% |
